GRIN3A LBD mod: NR3A (human) ligand-binding domain modulation | NR3A LBD differential scanning fluorimetry, Tm shift; 0% = protein alone, 100% = glycine-bound protein | Tm shift relative to glycine control, % at 25 µM | 340,000 compounds, 2.5% hits;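 active means melting temperature shift of at least 10% of the positive control shift, at one fixed dose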
PfGluPho inh: PfG6PD (Plasmodium falciparum) enzyme inhibition; PfGluPho enzyme, NADPH resazurin-diaphorase fluorescence; inhibition, % at 20 µM; 350,000 compounds, 0.78% hits; AID 504690;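 active means inhibition reaching at least a set limit at 20 µM in the primary screen, cut at about 59% in these data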;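 further: 0% = DMSO wells with substrate and 100% = DMSO wells lacking glucose-6-phosphate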
MPTP inh: permeability transition pore inhibition | inhibition, % at 10 µM | isolated mouse mitochondria, Ca2+ swelling absorbance, 30 min | 360,000 compounds, 1.4% hits;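 active means inhibition of 50% or more, scaled per plate between neutral and stimulator controls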;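 further: 0% = DMSO wells given calcium and 100% = 1 mM EGTA wells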
HKDC1 inhibitor: HKDC1 (human) hexokinase inhibition; Q2TB90; recombinant HKDC1, G6PDH/diaphorase resazurin coupled fluorescence; inhibition, % at 20 µM; 340,000 compounds, 0.16% hits; AID 493160;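 active means inhibition above about 35% when tested at 20 µM, limit read from the data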;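 further: plate controls were DMSO wells with enzyme for no effect and DMSO wells lacking enzyme for full effect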
Target sequence (Q2TB90 whole entry, looked up): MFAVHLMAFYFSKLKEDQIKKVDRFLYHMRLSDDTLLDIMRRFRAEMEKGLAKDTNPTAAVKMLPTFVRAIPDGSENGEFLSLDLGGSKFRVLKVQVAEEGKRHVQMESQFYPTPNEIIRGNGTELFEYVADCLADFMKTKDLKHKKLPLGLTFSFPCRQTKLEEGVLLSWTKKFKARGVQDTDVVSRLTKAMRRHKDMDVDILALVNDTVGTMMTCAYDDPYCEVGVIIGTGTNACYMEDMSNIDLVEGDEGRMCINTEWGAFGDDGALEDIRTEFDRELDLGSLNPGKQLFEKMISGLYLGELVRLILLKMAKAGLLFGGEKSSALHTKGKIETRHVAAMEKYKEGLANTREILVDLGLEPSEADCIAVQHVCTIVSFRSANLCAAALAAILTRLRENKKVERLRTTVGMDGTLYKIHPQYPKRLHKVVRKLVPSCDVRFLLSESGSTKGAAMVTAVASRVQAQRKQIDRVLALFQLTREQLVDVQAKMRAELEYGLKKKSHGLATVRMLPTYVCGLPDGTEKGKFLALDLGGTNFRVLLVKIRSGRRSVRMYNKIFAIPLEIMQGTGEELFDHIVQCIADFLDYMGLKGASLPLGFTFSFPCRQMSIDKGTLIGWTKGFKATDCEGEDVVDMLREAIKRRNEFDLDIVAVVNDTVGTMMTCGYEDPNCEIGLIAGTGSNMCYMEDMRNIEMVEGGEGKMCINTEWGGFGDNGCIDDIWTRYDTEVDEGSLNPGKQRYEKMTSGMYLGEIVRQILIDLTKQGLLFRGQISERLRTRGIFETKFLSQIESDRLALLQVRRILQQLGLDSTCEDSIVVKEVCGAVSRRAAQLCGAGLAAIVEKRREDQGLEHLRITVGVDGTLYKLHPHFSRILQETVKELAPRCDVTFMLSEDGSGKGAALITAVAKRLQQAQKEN
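Incubation: 90 min at room temperature in dark / Material: recombinant HKDC1 (HK5) hexokinase enzyme, produced in-house / Quantity: enzyme 5 µg/mL final / Compound: one dose of 20 µM, 1% DMSO / Reagent: glucose and ATP substrates / Buffer or medium: Tris pH 8.0 buffer with MgCl2, Tween-20, BSA, BME / Technique: resorufin fluorescence at 613 nm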
SENP8 block: SENP8 (human) protease inhibition; recombinant SENP8, Nedd8 substrate fluorescence; 360,000 compounds, 0.64% hits; Q96LD8; inhibition, % at 20 µM; in the data active means inhibition mostly above about 40%, no sharp cut-off; inactive means mostly below about 27%
ATG4B inhibitor: blocks human ATG4B protease cleavage of LC3 substrate; AID 504462; Q9Y4P1; inhibition, % at 8.33 µM; 340,000 compounds, 0.51% hits; ATG4B cleavage of LC3-PLA2, NBD-HPC fluorescence, 1 h; in the data active means inhibition above about 40%
SENP6 inh: inhibitors of human SENP6 protease. Q9GZR1. Recombinant SENP6 catalytic domain, aminoluciferin luminescence. inhibition, % at 10 µM. 330,000 compounds, 1.8% hits;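 active means inhibition above about 50% at the single tested dose, limit read from the data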;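 further: plate controls were DMSO wells with enzyme for no effect and DMSO wells lacking enzyme for full effect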
SENP7 inh: blocks the human protease SENP7; recombinant SENP7, Z-RLRGG-aminoluciferin luminescence, 40 min; inhibition, % at 5 µM; 330,000 compounds, 1.5% hits; Q9BQF6;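 active means inhibition above about 50% at the single test dose, limit read from the data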;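 further: plate controls were DMSO with enzyme for no effect and no enzyme buffer wells for full effect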
* = called active by the depositor; · = no result given.

SMILES	GRIN3A LBD mod	PfGluPho inh	MPTP inh	HKDC1 inhibitor	SENP8 block	ATG4B inhibitor	SENP6 inh	SENP7 inh
COc1ccccc1Cc1nc(-c2ccc(C)cc2)no1	0	-7	-1.0	0	25	3	-2	-5
CC(C)(C)c1cc(=O)[nH]c(SCc2ccccc2)n1	0	-24	-0.1	-4	13	1	13	5
COc1cccc(CNC(=O)C2CSC3(C)CCC(=O)N23)c1 (stereo unspecified)	-1	-2	-1.0	-5	-6	4	9	-3
CCCn1c(SCC(=O)c2[nH]c(C)c(C(C)=O)c2C)n[nH]c1=O	0	13	0.6	-5	20	2	-8	-1
O=C(c1ccc(Cl)cc1)N1CCN(CCOc2ccccc2)CC1	2	13	1.1	-6	13	-5	0	1
Cc1nc2ccccc2n1CC(O)COc1ccc(Br)cc1 (stereo unspecified)	2	-2	-0.2	-11	14	-1	-4	-1
CC(C)C(NC(=O)c1cccnc1)C(=O)O (stereo unspecified)	4	-20	-2.5	-6	-11	10	17	3
CCN(CC)C(=S)SCC(=O)c1c(C)[nH]c2ccccc12	-9	8	3.9	-1	25	-3	3	-1
CCn1cc(C(=O)NCCc2ccc(Cl)cc2)c(=O)c2ccc(C)nc21	0	-1	0.9	-1	14	14	-16	1
CCC(C)NC(=O)C1CCC(CNS(=O)(=O)c2ccc3c(c2)N(C(C)=O)CCO3)CC1 (stereo unspecified)	0	12	-2.5	-7	17	-2	9	5
CCOc1ccc(-n2c(=O)c3c(C)c(C)sc3n(CC(=O)NCc3ccco3)c2=O)cc1	1	-4	-0.8	-5	14	5	-15	0
COc1ccc(/C=C/c2cc(C(=O)O)c3ccccc3n2)cc1	1	41	0.9	-5	-438	-4	-3	55*
O=C(Cn1cnc2c(oc3ccccc32)c1=O)c1ccccc1	1	5	-0.4	1	17	-14	-4	3
O=C(Cc1cccc(NC(=O)C2CCCN(C(=O)c3ccccc3)C2)c1)Nc1cccc(C(=O)N2CCCCC2)c1 (stereo unspecified)	-4	4	-0.1	-7	-1	-1	·	·
CCOC(=O)c1cc(-c2ccco2)nc2c1c(C)nn2CCC#N	-2	4	-2.7	2	-422	3	-6	8
CN1CCC2(CC1)N=C(c1ccc(F)cc1)C(=S)N2C(=O)c1ccc(C(C)(C)C)cc1	2	36	-0.1	0	53*	45*	13	6
Cc1cc(=O)oc2cc(OCC(=O)N3CCc4ccccc4C3)ccc12	0	-4	-1.6	-1	-171	-10	-14	-6
O=C(CSc1nnc(-c2cccs2)n1-c1ccccc1)Nc1ccccc1	-1	-19	-3.1	-7	6	-8	-4	-1
COc1ccc(N(CC(=O)Nc2cc(OC)ccc2OC)S(=O)(=O)c2c(C)nn(C)c2C)cc1	0	2	0.1	4	20	-4	-19	-11
CCC(=O)Nc1ccc2nc(C)n(CC(=O)Nc3ccccc3)c(=O)c2c1	-3	8	-1.3	10	-58	5	11	3
CCCN1CCN(CCCNC(=O)c2cc3c(s2)-c2c(C)cccc2OC3)CC1	-3	19	0.2	-1	-295	-13	-2	-1
O=C(COC(=O)COc1cccc(F)c1)NCC1CCCCC1	-2	0	0.4	2	10	-4	-2	2
CCn1cc(C(=O)NC(C)C2CC3CCC2C3)cn1 (stereo unspecified)	-1	-10	2.4	1	13	-11	7	6
COc1ccc(C2C(C(C)=O)=C(O)C(=O)N2c2ccc(F)cc2)cc1 (stereo unspecified)	1	-8	-0.9	-2	-19	-5	-9	2
Cc1ccc(NC(=O)C(c2ccc(Cl)cc2)N2CCOCC2)cc1 (stereo unspecified)	0	-1	1.4	-2	0	-5	-3	4
COC(c1ccccc1)c1nnc(CCC(=O)N2CCN(CCOc3ccccc3)CC2)o1 (stereo unspecified)	-1	-14	8.3	1	22	11	-13	-7
O=C1CC[C@@H]2C[C@@]3(C[C@@H]4CCN1[C@H]24)Nc1cc([N+](=O)[O-])ccc1NC3=NCc1ccccc1	10	-15	-0.7	13	31	4	·	·
CCOC(=O)Cc1csc(NC(=O)COC(=O)/C=C/c2ccc(OC)cc2)n1	0	-11	0.7	-2	2	-10	-11	-6
C/C(=N\NC(=O)CCc1ccccc1)c1ccc(Br)cc1	0	1	-1.3	-6	9	-11	-6	4
N#C/C(=C\c1ccc(OC(=O)c2ccccn2)cc1)C(N)=O	-12	20	-0.1	-2	-1	-7	·	·
CCCOc1ccc(C2NC(=S)NC(C)=C2C(=O)c2ccccc2)cc1OC (stereo unspecified)	3	7	0.1	-5	-3	-13	-5	5
CC1CN(S(=O)(=O)c2ccc(C(=O)NCCCn3ccnc3)cc2)CC(C)O1 (stereo unspecified)	0	-2	-2.9	-9	-1	-1	10	1
Cc1ccc(S(=O)(=O)n2nccc2-c2c(-c3ccc(Cl)cc3)noc2C)cc1	0	6	13	2	9	5	-4	-8
CC1CCCCC1NC(=O)CN1CCC(NC(=O)c2cccc(F)c2)CC1 (stereo unspecified)	-4	-12	0.2	2	9	3	9	5
Cn1c(Cc2csc(N)n2)nnc1SCC(=O)NCc1ccccc1	2	4	0.3	1	6	-6	-2	4
CC(=O)Nc1ccc(C(=O)Nc2nc(-c3cc(C)n(Cc4ccccc4)c3C)cs2)cc1	-2	7	0.1	-12	-54	43*	1	8
COc1ccc(C(C)NC(=O)C2CCCC2)cc1OC (stereo unspecified)	0	-9	-0.7	-9	10	6	12	-6
Cc1nc(N2CCC(C)CC2)c2c(C)c(C(=O)O)sc2n1	-2	-33	0.2	5	10	-10	5	2
Cc1cc(C)n2nc(SCC(=O)N(C)Cc3ccccc3)nc2n1	-1	-2	-0.6	3	1	-2	9	5
O=C(NCCCn1ccnc1)C1CC2CCC1C2 (stereo unspecified)	1	2	-2.0	-4	12	-8	-11	-8
CC(C)Cn1c(N)c(C(=O)CSc2ncccn2)c(=O)n(C)c1=O	0	-4	0.0	0	8	-2	-11	6
CCCOC(=O)C(C)n1cnc2sc(C)c(C)c2c1=O (stereo unspecified)	-2	-15	-4.6	1	3	1	1	-1
O=C(NCc1ccco1)C1(c2ccc(Br)cc2)CCCC1	-1	-3	-0.4	-2	24	-6	-18	16
CCOC(=O)Cn1c(=O)c2c(nc3n2CCCCN3c2ccc(OCC)cc2)n(C)c1=O	-3	12	2.5	-3	6	-1	-26	-9
CC(=O)c1ccc(N=C2NC(=O)C(CO)(CO)S2)cc1	-4	1	0.4	-7	8	-3	-14	-6
CCCS(=O)(=O)N1CCCC(C(=O)NCCN(CC)c2ccccc2)C1 (stereo unspecified)	1	-1	-9.3	-6	16	-1	-4	-1
CC(=O)NS(=O)(=O)c1ccc(NC(=O)/C=C/c2ccc(C)o2)cc1	1	55	-0.7	-5	-23	-5	-3	4
Cc1ccc(S(=O)(=O)c2nnn3c2nc(N2CCOCC2)c2ccccc23)cc1	0	-5	0.5	-4	-34	2	16	-6
O=S(=O)(NCCc1ccccc1)c1cnc(Cl)c(Br)c1	2	9	-1.1	-3	5	-4	-1	3
COC(=O)C1=C(C)Nc2[nH]c(=S)[nH]c(=O)c2C1c1ccc(OC)cc1 (stereo unspecified)	0	4	1.3	-4	2	-9	-1	-1
Following part:
SMILES	GRIN3A LBD mod	PfGluPho inh	MPTP inh	HKDC1 inhibitor	SENP8 block	ATG4B inhibitor	SENP6 inh	SENP7 inh
O=C(CCN1C(=O)c2ccccc2C1=O)N1CCN(C(=O)c2ccccc2)CC1	2	-2	-0.6	-1	27	-9	1	6
COC(=O)c1sc(N2C(=O)C(=O)/C(=C(/O)c3ccc(C)cc3)C2c2ccco2)nc1C (stereo unspecified)	-1	-28	·	16	·	3	4	0
COC(=O)c1ccccc1NC(=S)NC(=O)COc1ccccc1Cl	0	-2	-0.4	0	14	14	3	-2
COc1ccc([C@H]2CC(=O)c3c(O)cc(O)cc3O2)cc1O	-3	-1	-0.7	-3	7	-6	24	4
CCN(CC)CCCC1(CN)OCCc2ccccc21 (stereo unspecified)	0	2	36	-5	18	-4	-3	4
CNC(=S)Nc1ccc2[nH]c(=O)[nH]c2c1	-1	8	-3.2	0	-4	0	-7	6
CCN(CC)S(=O)(=O)c1cc(C(=O)Nc2ccccc2C(=O)O)ccc1OC	-28	-6	0.3	5	24	-16	-18	-6
CCn1cc(S(=O)(=O)c2ccc(Cl)cc2)c(=O)c2cc(OC)ccc21	0	2	-2.8	-2	-26	8	-20	4
COCCCNC(=S)Nc1ccc(N2CCCCC2)cc1	0	-3	-3.0	-2	9	-4	6	6
COc1ccc(Cc2nnc(NC(=O)c3c(-c4ccccc4)noc3C)s2)cc1	-6	-20	-3.2	6	-10	1	-1	4

The last 7 entries of the section before come first, to join the parts:
SMILES	GRIN3A LBD mod	PfGluPho inh	MPTP inh	HKDC1 inhibitor	SENP8 block	ATG4B inhibitor	SENP6 inh	SENP7 inh
COc1ccc([C@H]2CC(=O)c3c(O)cc(O)cc3O2)cc1O	-3	-1	-0.7	-3	7	-6	24	4
CCN(CC)CCCC1(CN)OCCc2ccccc21 (stereo unspecified)	0	2	36	-5	18	-4	-3	4
CNC(=S)Nc1ccc2[nH]c(=O)[nH]c2c1	-1	8	-3.2	0	-4	0	-7	6
CCN(CC)S(=O)(=O)c1cc(C(=O)Nc2ccccc2C(=O)O)ccc1OC	-28	-6	0.3	5	24	-16	-18	-6
CCn1cc(S(=O)(=O)c2ccc(Cl)cc2)c(=O)c2cc(OC)ccc21	0	2	-2.8	-2	-26	8	-20	4
COCCCNC(=S)Nc1ccc(N2CCCCC2)cc1	0	-3	-3.0	-2	9	-4	6	6
COc1ccc(Cc2nnc(NC(=O)c3c(-c4ccccc4)noc3C)s2)cc1	-6	-20	-3.2	6	-10	1	-1	4
Cc1ccc(-n2c(-c3ccncc3)nnc2-c2cccs2)cc1	2	-7	0.0	0	-140	-2	2	-4
CCOc1ccccc1CNC(=O)C1CCN(c2nc3ccccc3o2)CC1	-1	-7	-2.6	3	3	-1	19	2
CC1CCN(C(=O)c2ccc(S(=O)(=O)N3CCCCCC3)cc2)CC1	-4	-11	-0.4	4	1	-45	2	2
CC1(C)CC(NS(=O)(=O)c2cccc3ccccc23)CC(C)(C)N1	0	-5	-2.1	3	15	6	-6	-4
CCCc1ccc(C2=Nn3c(nnc3C(C)C)SC2)cc1	-2	60*	-3.7	-7	16	-11	-8	-5
CC(C)NC(=O)C1CCN(C2CCN(Cc3ccc4cccc(F)c4n3)CC2)CC1	-1	-11	0.2	14	-2	4	-6	-4
Cc1ccc(/C=C2\Oc3cc(OC(=O)N4CCOCC4)ccc3C2=O)cc1	-1	-6	0.2	6	12	2	-4	-4
COCCCNC(=O)CN(c1cc(C(F)(F)F)ccc1Cl)S(C)(=O)=O	0	-5	0.4	0	29	-2	-5	4
Cc1ccc2c(c1)nnn2C1CCN(CC(=O)NCc2ccccc2F)CC1	4	-20	0.5	-6	2	-2	5	-6
O=C(c1ccco1)N1CCN(/C(=N/S(=O)(=O)c2cccs2)c2ccccc2Cl)CC1	2	-11	1.9	-1	14	0	5	3
Cc1cccc(-c2cc(C(=O)N3CCCc4ccccc43)c3ccccc3n2)c1	-7	-3	0.6	-2	12	-5	-3	-1
COc1ccc(-n2ccnc2)cc1	-3	-3	1.8	-10	9	-9	10	4
CCOC(=O)CCc1c(C)c2ccc(O)cc2oc1=O	1	2	0.1	-4	-284	11	-10	5
Cc1[nH]n(-c2ccccc2)c(=O)c1C(=O)c1ccc([N+](=O)[O-])cc1	0	-24	-0.2	-9	21	5	-9	-8
COC(=O)Cc1c(C)nc2nc(NCc3ccc(Cl)cc3)[nH]n2c1=O	1	-20	-0.4	-3	16	-3	16	13
O=C(Nc1ccc(F)cc1F)NC1CCCc2ccccc21 (stereo unspecified)	1	-1	-0.3	-4	1	-4	2	0
COc1ccc(S(=O)(=O)c2ccc(OC)cc2)cc1	2	-25	0.8	-7	10	-2	-29	-4
